Assay outcomes (PubChem BioAssay)
N370S GC: N370S glucocerebrosidase modulation, Gaucher chaperone candidate; P04062; N370S GC spleen homogenate, 4MU-glucoside fluorescence; Potency, µM (series often up to 59.4 µM), without a hit: top-dose activity change, negative = inhibition, most hits filed as inhibitors; actives 0.092% (n = 330,000);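 also: 0% = full enzyme activity and -100% = no enzyme basal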
FEN1 inhibitor: human FEN1 inhibition | actives 0.35% (n = 390,000) | Potency, µM (top dose mostly 114 µM), inactives show top-dose activity change, negative = inhibition, hits mostly inhibitors | P39748 | Recombinant FEN1 flap cleavage, fluorescence, 15 min; also: nearly all actives have a fitted effect of over 65% in size
Target sequence (P39748 whole entry, looked up): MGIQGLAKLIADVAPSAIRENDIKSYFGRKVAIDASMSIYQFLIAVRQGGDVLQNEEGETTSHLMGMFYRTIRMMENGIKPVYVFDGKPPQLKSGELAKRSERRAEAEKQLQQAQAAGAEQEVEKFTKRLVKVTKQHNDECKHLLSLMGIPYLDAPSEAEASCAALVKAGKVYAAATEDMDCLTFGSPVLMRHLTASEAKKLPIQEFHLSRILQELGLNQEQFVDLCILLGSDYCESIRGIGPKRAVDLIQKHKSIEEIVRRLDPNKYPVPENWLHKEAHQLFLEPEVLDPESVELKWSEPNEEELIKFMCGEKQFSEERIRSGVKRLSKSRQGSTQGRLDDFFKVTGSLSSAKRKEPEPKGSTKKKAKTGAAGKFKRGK
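Enzyme 10 nM, 15 min RT preincubation with compound; start with substrate 50 nM final; reads at 0 and 15 min; qHTS titration, four-parameter Hill fit.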
TDP1 inh: blocks human tyrosyl-DNA phosphodiesterase 1. Q9NUW8. actives 0.28% (n = 350,000). recombinant TDP1, AlphaScreen DNA substrate cleavage. Potency, µM (doses to about 130 µM), without a hit: at the highest dose activity change, negative = inhibition, most hits filed as inhibitors. AID 485290; also: nearly all actives have a fitted effect of over 40% in size
Target sequence (Q9NUW8 whole entry, looked up): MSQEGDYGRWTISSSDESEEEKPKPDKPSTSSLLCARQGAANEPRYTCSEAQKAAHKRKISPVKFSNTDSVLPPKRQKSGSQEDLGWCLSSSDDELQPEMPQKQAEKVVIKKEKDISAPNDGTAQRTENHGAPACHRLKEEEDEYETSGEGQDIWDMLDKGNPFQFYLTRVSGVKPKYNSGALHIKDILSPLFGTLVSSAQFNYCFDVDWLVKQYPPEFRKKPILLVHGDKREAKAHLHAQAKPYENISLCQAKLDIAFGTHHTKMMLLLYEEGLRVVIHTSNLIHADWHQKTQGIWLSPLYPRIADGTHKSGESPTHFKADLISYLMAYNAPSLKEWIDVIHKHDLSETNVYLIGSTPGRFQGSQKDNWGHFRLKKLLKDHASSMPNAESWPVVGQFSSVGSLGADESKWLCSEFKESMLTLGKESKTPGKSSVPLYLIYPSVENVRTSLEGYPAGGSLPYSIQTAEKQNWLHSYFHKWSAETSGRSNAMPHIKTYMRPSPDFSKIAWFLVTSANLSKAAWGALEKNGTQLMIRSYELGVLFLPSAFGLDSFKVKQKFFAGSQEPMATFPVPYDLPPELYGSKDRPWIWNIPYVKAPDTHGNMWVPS
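Tdp1 1 nM final; 15 min RT w/ cpd; substrate 15 nM, 5 min; beads 10 ug/ml, 10 min; AlphaScreen read. Neg ctrl: no enzyme.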
Numbers without * were called inactive; ? = inconclusive; nt = no result given. Calls follow the shape of the dose curve; as a rule, active = well fitted curve in the direction sought with a large enough effect; inconclusive = small, poorly fitted or top-dose-only effect, or another doubt; inactive = no such curve, though single readings can be large; an effect the other way counts as inactive or inconclusive. Unless noted, % is scaled to controls: 0 for no effect and ±100 for the full control effect; potency is read from the fitted curve at half-maximal effect.

SMILES | N370S GC | FEN1 inhibitor | TDP1 inh
CC1CC(C)(C)N(C(=O)CSc2ccc(-c3ccc(F)cc3)nn2)c2ccccc21 (stereo not given) | 18% | -20% | -6%
O=C(Nc1sc2c(c1C(=O)O)CCC2)C(=O)N1CCOCC1 | 1% | 9% | -18%
COc1ccc(N2C(=O)CC(N3CCC(O)(c4ccc(Br)cc4)CC3)C2=O)cc1 (stereo not given) | 1% | 4% | 4%
CCOC(=O)c1c(NC(=O)COC(=O)Cn2cnc3ccccc32)sc2c1CCC(C)C2 (stereo not given) | ? | -25% | 7%
CCCCCn1nc(C(=O)OCc2nnc(-c3ccccc3)o2)c2ccccc2c1=O | -4% | -12% | nt
COc1cccc(NC(=O)Cn2nnc(C(=O)Nc3cc(Cl)ccc3OC)c2N)c1 | -10% | -2% | 0%
COc1ccccc1NS(=O)(=O)c1c(C)[nH]c(C)c1C(=O)N1CCCC1 | -25% | -14% | 5%
COc1ccc(CNc2ccc(S(N)(=O)=O)cc2)c(OC)c1OC | -4% | 1% | 10%
CO[C@H]1C=CO[C@@]2(C)Oc3c(C)c(O)c4c(O)c(c5c(c4c3C2=O)NC2(CCN(CC(C)C)CC2)N=5)=NC(=O)C(C)=CC=C[C@H](C)[C@H](O)[C@@H](C)[C@@H](O)[C@@H](C)[C@H](OC(C)=O)[C@@H]1C | -23% | nt | 9%
CCCn1c(O)c(CN2CCCCC2)c(C)c(C#N)c1=O | -1% | -10% | 2%
Cc1cccc(Cc2c(C)nc3nc(SCC(=O)NCc4ccccc4)nn3c2C)c1 | nt | -26% | -6%
CCOc1ccc(N2CC(C(=O)Nc3ccccc3C(=O)N3CCOCC3)CC2=O)cc1 (stereo not given) | -17% | 3% | 9%
COC(=O)C(CCSC)NC(=O)/C=C/c1ccc(OC)cc1 (stereo not given) | 13% | -1% | -5%
O=C1Nc2ccccc2/C1=C/c1ccccc1Cl | -6% | 0% | nt
Oc1ccc(/C=N/N2CCCCC2)c(O)c1 | -19% | 1% | nt
COC(=O)c1ccc(/C=C/C(=O)OCC(=O)c2ccc[nH]2)cc1 | nt | 11% | -2%
Cc1nn2c(NCCOCCO)c3c(nc2c1-c1ccccc1)CCC3 | 27% | -7% | 1%
COC(=O)c1c(C(=O)OC)c2n(c1C)CCS2 | -19% | 8% | 3%
COCc1cc(CN2CCN(CCCc3ccccc3)C(CCO)C2)ccc1OC (stereo not given) | 3% | -1% | 0%
CSc1nc2ccc(Br)cc2[nH]1 | -12% | 8% | -1%
Cc1ccc2c(c1)sc[n+]2Cc1ccccc1 | 7% | -8% | 5%
CCCS(=O)(=O)NCCc1csc(-c2ccc(OC)c(OC)c2)n1 | 0% | 17% | 7%
Cc1ccc2cc(C#N)c(NCCNC(=O)C3CCC3)nc2c1C | ? | 2% | 5%
O=c1c2oc3ccccc3c2ncn1Cc1ccc(Br)cc1 | nt | 15% | 0%
COc1ccc(OC)c(-c2noc(N3CCN(c4cccc(C(F)(F)F)c4)CC3)n2)c1 | nt | -22% | -6%
CCC(C)(C)n1nnnc1C(c1cc2cc3c(cc2[nH]c1=O)OCO3)N1CCN(C)CC1 (stereo not given) | 17% | -2% | 4%
O=C(c1cc2ccccn2n1)N1CCN(c2cccc(C(F)(F)F)c2)CC1 | -5% | 3% | 1%
CCCCn1c(-c2ccccc2)nnc1-c1ccccc1 | 11% | -2% | 2%
CCOc1ncccc1C(=O)OCC(=O)N1c2ccccc2CC1C (stereo not given) | nt | -18% | 0%
Clc1ccccc1-c1nnc2sc(-c3ccco3)nn12 | 9% | -10% | 5%
CC1=C(C(=O)NC2CCCc3c2cnn3-c2cccc(C)c2C)OCCO1 (stereo not given) | 0% | 6% | 2%
CCOC(=O)N1CCN(C(=O)c2cc3sccc3n2C)CC1 | 1% | 0% | 5%
COc1cccc2cc(-c3cc(=O)oc4ccc(O)cc34)oc12 | -10% | 4% | nt
COC(=O)CC(=O)Cc1nc(N)nc(Nc2ccc(C)c(C)c2)n1 | 10% | -1% | -2%
Cc1c(NC(=O)CCc2ccccc2)cccc1[N+](=O)[O-] | 8% | -1% | 6%
COc1ccc(C(=O)Nc2cccnc2Cl)cc1OC | 2% | -5% | nt
CC1(C)CC(NC(=O)C(c2ccccc2)c2ccccc2)CC(C)(C)N1 | 3% | -7% | nt
CCc1cccc(NC(=O)CSc2nc3c(c(=O)[nH]2)CCCC3)c1 | 17% | nt | -3%
CC(=O)Oc1ccc2ccccc2c1C(NC(=O)Cc1ccccc1)c1ccc(Cl)cc1 (stereo not given) | 13% | -11% | -2%
O=C(NC1CCN(c2ncccn2)CC1)c1cccc(F)c1 | -16% | -1% | nt
CC(C)Cc1ccc(C(C)C(=O)Nc2ncccn2)cc1 (stereo not given) | -12% | 28% | -5%
NS(=O)(=O)c1ccc(CCNC(=O)CCCn2ncn3c(cc4occc43)c2=O)cc1 | 1% | 6% | -10%
Cc1onc(-c2ccccc2)c1C(=O)N1CCN(c2ncccc2C(F)(F)F)CC1 | -5% | -2% | 2%
O=C(Cn1nc(C(F)F)cc1C1CC1)N1CCCC1 | 6% | 17% | nt
COc1cc(NS(=O)(=O)c2ccc(NC(=O)COc3cccc(C)c3)cc2)nc(OC)n1 | -1% | 4% | 4%
C=CCn1c(SCc2nc3ccccc3[nH]2)nnc1-c1ccncc1 | 7% | -4% | 5%
COCCCNC(=O)CN1C(=O)/C(=C/c2ccccc2)Sc2ccccc21 | 26% | -1% | 6%
O=C(Nc1cccc2nsnc12)C1CC(=O)N(c2ccccc2)C1 (stereo not given) | 18% | 11% | 5%
O=C(c1ccccc1)c1nc[nH]c1C(=O)Nc1ccccc1 | 8% | -9% | 5%
CCCC(C)C(=O)Nc1ncc(S(=O)(=O)c2ccc([N+](=O)[O-])cc2)s1 (stereo not given) | 1% | -1% | 4%

The list goes on; it opens with the six that closed the last part.
smiles	N370S GC	FEN1 inhibitor	TDP1 inh
COc1cc(NS(=O)(=O)c2ccc(NC(=O)COc3cccc(C)c3)cc2)nc(OC)n1	-1%	4%	4%
C=CCn1c(SCc2nc3ccccc3[nH]2)nnc1-c1ccncc1	7%	-4%	5%
COCCCNC(=O)CN1C(=O)/C(=C/c2ccccc2)Sc2ccccc21	26%	-1%	6%
O=C(Nc1cccc2nsnc12)C1CC(=O)N(c2ccccc2)C1 (stereo not given)	18%	11%	5%
O=C(c1ccccc1)c1nc[nH]c1C(=O)Nc1ccccc1	8%	-9%	5%
CCCC(C)C(=O)Nc1ncc(S(=O)(=O)c2ccc([N+](=O)[O-])cc2)s1 (stereo not given)	1%	-1%	4%
Cc1cc(Nc2nn(C)c(N)c2C#N)ccc1F	1%	12%	nt
CC(=O)c1ccc(NC(=O)CSc2c(C(C)C)cnc3c2c(=O)n(C)c(=O)n3C)cc1	nt	-14%	-5%
Cc1ccc(C)c(NC(=O)N2CCN3CCCCC3C2)c1 (stereo not given)	nt	2%	0%
COc1cccc(CN(C)C(=O)CCNC(=O)c2ccco2)c1	nt	-10%	0%
CCCCN=C(C)c1c(O)c2ccccc2oc1=O	-1%	-6%	2%
CCOC(=O)c1c(C)[nH]c(C(=O)COC(=O)c2ccc(O)cc2)c1C	4%	-14%	-3%
CCO[C@@H]1OC(C(=O)NCc2ccccc2)=C[C@H](c2coc3ccccc3c2=O)[C@H]1CCCO	5%	-2%	1%
CC(=O)c1cc2c(cc1NC(=O)CN1Cc3ccccc3C1=O)OCO2	21%	-1%	5%
Cc1ccc(C(=O)NC2CCN(Cc3ccccc3)CC2)cc1S(=O)(=O)N1CCOCC1	-7%	6%	nt
Cc1ccc(S(=O)(=O)NC2=NCN(C3CCN(Cc4ccccc4)CC3)CN2)cc1	-16%	-3%	6%
O=C1CSC(=S)N1c1cccc(Cl)c1	-4%	5%	nt
COc1cc(OC)cc(-c2c(C#Cc3ccsc3)c3cc(-c4cnc(OC)nc4)ccc3n2C)c1	nt	2%	-2%
Cc1cccc(N2C(=O)C(O)=C(C(=O)c3cccs3)C2c2ccc(Cl)cc2)n1 (stereo not given)	-3%	1%	8%
O=c1[nH]c2cc3c(cc2cc1C(c1nnnn1Cc1ccccc1)N1CCCc2ccccc21)OCO3 (stereo not given)	3%	-2%	5%
Cc1cc(C)cc(N(CC(=O)Nc2ccccc2C(=O)N2CCOCC2)S(C)(=O)=O)c1	-1%	1%	3%
NC(=O)c1ccc(NC(=O)CSc2nnc(-c3ccc4c(c3)OCO4)o2)cc1	nt	-3%	1%
CCS(=O)(=O)N1CCC(C(=O)NCc2ccc(F)cc2)CC1	-3%	-1%	5%
CCN(CC)S(=O)(=O)c1cc(NC(=O)c2ccc(-n3cncn3)c([N+](=O)[O-])c2)ccc1C	-12%	-13%	6%
NC(=O)c1cc(S(=O)(=O)N2CCOCC2)ccc1Sc1ccccc1N	5%	-3%	0%
C=C(C)COc1ccc(-c2n[nH]c(C)c2-c2ccccc2OC)c(O)c1	?	?	2%
COc1ccc(C2c3c(-c4ccccc4O)n[nH]c3C(=O)N2CCc2ccc(OC)c(OC)c2)cc1 (stereo not given)	-23%	10%	9%
CC(OC(=O)/C=C/c1cccs1)C(=O)NC1CCCCC1C (stereo not given)	-1%	-4%	1%
CC(C)NC(=O)CCCOc1ccc(Cl)cc1Cl	26%	-7%	7%
COc1ccc(C(=O)NCC(=O)N2CCN(C(=O)c3ccco3)CC2)cc1OC	-1%	3%	0%
CC(C)Cc1nn2c(=O)cc(COC(=O)c3cccc(NC(=O)c4ccccc4)c3)nc2s1	nt	22%	4%
c1csc(CNCc2ccncc2)c1	-6%	0%	0%
COc1ccccc1N(CC(=O)Nc1ccccc1)S(=O)(=O)c1cccs1	nt	-15%	0%
CCCCn1c(=O)c(CCC(=O)OCC(=O)Nc2cc(Cl)ccc2OC)nc2ccccc21	19%	-2%	-3%
O=C(NCC1CCCO1)c1ccc(COc2ccccc2Br)cc1 (stereo not given)	3%	11%	1%
COCCCNC(=O)CN(c1cccc(Cl)c1C)S(C)(=O)=O	-4%	0%	2%
Cc1c(C(=O)N2C[C@@H](C)O[C@@H](C)C2)oc2c(F)cccc12	-4%	-4%	1%
O=C(Cc1cccs1)NCc1cccc(F)c1	5%	2%	5%
Cc1cccc(Nc2ncnc3nc[nH]c23)c1C	1%	-5%	3%
COC(=O)CCS(=O)(=O)c1ccc(Cl)c(Cl)c1	9%	13%	2%
CCCCN=C(NNc1ccc(Br)cc1)C(=O)OCC	5%	0%	1%
CC(C)(C)c1ccc(/C=C/C(=O)NCCCN2CCOCC2)cc1	-12%	0%	nt
CNC(=O)c1c(NC(=O)c2cc(-c3cc(C)c(C)cc3O)n[nH]2)sc2c1CCCC2	-4%	-8%	nt
Cc1cc(OC(C)C(=O)N2CCN(c3ccc(F)cc3)CC2)c2c(C)c(C)c(=O)oc2c1 (stereo not given)	-10%	-20%	5%
COc1cc(C(=O)N2CCN(C(=O)C3COc4ccccc4O3)CC2)cc(OC)c1OC (stereo not given)	19%	-9%	1%
CCCN(CCC)CCCNC(=O)c1cc2cc3ccc(OC)cc3nc2o1	22%	-23%	5%
COc1ccc(Cl)cc1NC(=O)CN1C(=O)CC(C)S(=O)(=O)c2ccccc21 (stereo not given)	25%	3%	5%
CNC1(c2nnnn2-c2ccccc2C)CCOC(C)(C)C1 (stereo not given)	5%	-3%	-3%
CC1(NC(=O)CC(c2ccccc2)(c2ccccc2)c2ccccc2)CCN(CCCc2ccccc2)C1=O (stereo not given)	nt	?	0%
Clc1cccc(CSc2nnc(-c3c[nH]c4ccccc34)o2)c1	10%	4%	8%
O=C(N/N=C/c1ccco1)c1cccc(S(=O)(=O)Nc2ccccc2Cl)c1	-11%	5%	0%
C/C(CC(=O)Nc1ccc(F)cc1)=N\NC(=O)c1ccccn1	-9%	6%	-8%
CC1=NOC(=O)/C1=C\c1ccccc1	-3%	-4%	-4%
CCOc1cc(/C=C(/C#N)c2nc3ccccc3[nH]2)ccc1Oc1ccc([N+](=O)[O-])cn1	-6%	4%	5%
Cn1c(SCC(=O)Nc2cccc(F)c2)nc2c([nH]c3ccccc32)c1=O	15%	-12%	4%
Cc1ccc2nc(N(CCCN(C)C)C(=O)c3ccc(S(=O)(=O)N4CCOCC4)cc3)sc2c1	-14%	1%	8%
Cc1ccc2cc(CCNC(=O)c3cccc([N+](=O)[O-])c3)c(=O)[nH]c2c1C	12%	2%	1%
CCCCS(=O)(=O)N1CCCC(C(=O)Oc2ccc(Cl)cc2)C1 (stereo not given)	2%	9%	nt

Complete entries, looked up by structure:
Record of CC1=NOC(=O)/C1=C\c1ccccc1 = N370S GC = -3%; FEN1 inhibitor = -4%; TDP1 inh = -4%
Record of Cn1c(SCC(=O)Nc2cccc(F)c2)nc2c([nH]c3ccccc32)c1=O = N370S GC = 15%; FEN1 inhibitor = -12%; TDP1 inh = 4%
